hERG WT inh – blocks the wildtype human KCNH2 potassium channel; U2OS, BacMam KCNH2, thallium flux FluxOr; stronger effect = lower value; activity change, % at 1.84 µM; 340,000 compounds, 0.37% hits;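 active = maximum activity change below -70%; inconclusive = maximum activity change between -70% and -50%; inactive = maximum activity change above -50%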; also: % is scaled to controls: 0 for no effect and ±100 for the full control effect
Target sequence (Q12809 whole entry, looked up): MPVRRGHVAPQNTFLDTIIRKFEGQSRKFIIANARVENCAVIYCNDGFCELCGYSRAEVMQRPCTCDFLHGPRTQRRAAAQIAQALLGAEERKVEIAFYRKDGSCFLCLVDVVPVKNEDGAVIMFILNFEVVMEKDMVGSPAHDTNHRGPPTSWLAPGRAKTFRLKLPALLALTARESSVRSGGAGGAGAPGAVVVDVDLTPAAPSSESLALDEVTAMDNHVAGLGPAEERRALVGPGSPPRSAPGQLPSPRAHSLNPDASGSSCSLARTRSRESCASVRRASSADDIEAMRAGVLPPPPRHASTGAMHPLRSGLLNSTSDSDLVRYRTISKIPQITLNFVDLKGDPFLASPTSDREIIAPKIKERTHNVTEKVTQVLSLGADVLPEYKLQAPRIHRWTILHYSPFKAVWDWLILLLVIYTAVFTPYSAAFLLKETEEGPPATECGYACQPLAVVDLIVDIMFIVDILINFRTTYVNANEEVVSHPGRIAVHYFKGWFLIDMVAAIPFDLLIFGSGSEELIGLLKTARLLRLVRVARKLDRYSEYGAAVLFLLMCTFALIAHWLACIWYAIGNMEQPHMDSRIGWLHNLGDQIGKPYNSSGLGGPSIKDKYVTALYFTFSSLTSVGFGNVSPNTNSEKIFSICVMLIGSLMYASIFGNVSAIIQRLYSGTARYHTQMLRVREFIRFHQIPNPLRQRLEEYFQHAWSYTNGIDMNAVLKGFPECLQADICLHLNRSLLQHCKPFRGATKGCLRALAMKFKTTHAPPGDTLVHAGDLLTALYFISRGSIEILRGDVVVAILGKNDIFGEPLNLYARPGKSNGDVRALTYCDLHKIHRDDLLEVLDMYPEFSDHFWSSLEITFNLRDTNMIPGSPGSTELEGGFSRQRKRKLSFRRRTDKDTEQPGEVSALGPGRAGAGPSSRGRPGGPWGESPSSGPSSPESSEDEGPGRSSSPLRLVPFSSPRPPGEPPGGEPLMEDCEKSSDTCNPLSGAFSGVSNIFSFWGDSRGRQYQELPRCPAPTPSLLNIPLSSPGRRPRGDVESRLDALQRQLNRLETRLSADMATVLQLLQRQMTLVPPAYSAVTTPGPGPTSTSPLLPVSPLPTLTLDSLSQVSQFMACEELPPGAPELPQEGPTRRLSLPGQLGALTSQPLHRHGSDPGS
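U2OS cells transduced with wild-type KCNH2 virus are loaded with FluxOr dye for 45 min, and thallium flux is measured in kinetic reads before and after stimulation buffer. Rate constants are normalized to DMSO controls.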
Eya2 phos inh – Eya2 (human) phosphatase inhibition | O00167 | 330,000 compounds, 0.006% hits | recombinant Eya2, OMFP fluorescence dephosphorylation (OMFP is methylfluorescein phosphate) | Potency, µM (doses to about 76.9 µM), inactives show top-dose activity, negative = inhibition, most hits filed as inhibitors; also: potency is read from the fitted curve at half-maximal effect; % is scaled to controls: 0 for no effect and ±100 for the full control effect
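Eya2 (0.2 uM) preincubated 10 min at ambient with compound, then OMFP substrate added at 50 uM; 10 min reaction in 50 mM HEPES pH 7.5, 50 mM NaCl, 5 uM MgCl2, 0.05% BSA, 1 mM DTT. Fluorescence read at Ex 485/Em 525 nm.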
ELG1 DNA repair – inhibitors of ELG1-dependent DNA repair in HEK293T cells; 330,000 compounds, 2.3% hits; HEK293T ELG1-luciferase reporter, luminescence, 16 h; DNA damage induced by 5-fluorouridine; Potency, µM (titrated, usually from 46.1 µM), for inactives: top-dose activity change, negative = inhibition, usual class: inhibitors; also: potency is read from the fitted curve at half-maximal effect; % is scaled to controls: 0 for no effect and ±100 for the full control effect; nearly all actives have a fitted effect of over 55% in size
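In this reporter screen, reduction of luminescence relative to DMSO vehicle indicated activity. Compounds and 5-fluorouridine were added together to 2,000 cells per well, incubated for 16 hr at 37 °C, then developed with ONE-Glo.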
KCNH2 3.1 block – KCNH2 3.1 (human) potassium channel inhibition. U2OS KCNH2 3.1, thallium flux FluxOr; stronger effect = lower value. activity change, % (tested at about 1.8 µM). 340,000 compounds, 0.95% hits. AID 720553;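 active = maximum activity change below -70%; inconclusive = maximum activity change from -70% to -50%; inactive = maximum activity change above -50%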;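 also: thallium influx rate constant from kinetic fluorescence after stimulation buffer; % is scaled to controls: 0 for no effect and ±100 for the full control effect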
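FluxOr-based Tl+ influx in U2OS cells transduced with KCNH2 3.1 virus; rate constants normalized to DMSO controls.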
TRPV1 agonist – activates the human vanilloid receptor TRPV1; activation, % at 8.33 µM; TRPV1-expressing cells, Fluo-8 calcium influx, agonist mode; Q8NER1; 320,000 compounds, 0.19% hits; in the data active = activation above about 80%; inconclusive = between about 30% and that limit; also: 0% is about no effect
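TRPV1-expressing cells were cultured overnight at 35.5C and loaded with Fluo-8 calcium dye for 40 to 90 min at room temperature. After a 10 s baseline, compound was added and calcium influx was read kinetically for 3 min (ex 480/em 520 nm).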
Mito fusion yeast – inhibitors of mitochondrial division or activators of mitochondrial fusion; 320,000 compounds, 0.23% hits; S. cerevisiae fusion-defective mutant growth rescue, CellTiterGlo 48 h; Potency, µM (top dose mostly 46.1 µM), for the others: at the highest dose growth rescue (activation), hits mostly activators;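 also: potency is read from the fitted curve at half-maximal effect; % of control where 0% means no effect; nearly all actives have a fitted effect of over 45% in size; temperature-sensitive fusion mutants such as fzo1-1 at 37 °C on non-fermentable ethanol glycerol medium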
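Luminescent cell viability in 1536-well qHTS format served as the measure of rescued growth in ts fusion-mutant S. cerevisiae cultured on non-fermentable YPEG for 48 hours at 37C.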
USP2a block – USP2a (human) protease inhibition | USP2 core, Ub-CHOP2 coupled fluorogenic reporter, 485/531 | Potency, µM (top dose mostly 38.3 µM), for inactives: at the top dose activity change, negative = inhibition, actives largely listed as inhibitors | 330,000 compounds, 0.01% hits | AID 463254;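 also: potency is read from the fitted curve at half-maximal effect; plate controls were DMSO wells for no effect and full inhibition by NEM control for full effect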
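USP2 core (10nM final) preincubated 30min RT with compound in 20mM Tris-HCl pH 8.0, 2mM CaCl2, 2mM beta-mercaptoethanol, 0.05% CHAPS; 25nM Ub-CHOP2 plus 25nM reporter substrate added, fluorescence (Ex485/Em531) read after 60min.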
TSHR antagonist – blocks TSH signaling through the human TSH receptor; P16473; 330,000 compounds, 0.2% hits; activity change, negative = inhibition, % at 11.5 µM; TSHR-expressing cells, TSH-stimulated cAMP HTRF, 2 h; stronger effect = lower value;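 active = activity change below a set negative limit, meaning inhibition stronger than a set level, cut at about -70% in these data; inconclusive = activity change between two set negative limits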; also: % is scaled to controls: 0 for no effect and ±100 for the full control effect
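Freshly harvested TSHR cells receive pin-tooled compound, then EC80 TSH at 4nM final. After 2 hours at 37 deg C, antibody in lysis buffer and cAMP-d2 are added; 30 minutes at ambient temperature precede the HTRF read.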
A-T KAP1 phos – potential ataxia-telangiectasia treatment; […] A-T fibroblasts, KAP-1 phosphorylation AlphaLISA; neocarzinostatin DNA damage 30 min before lysis; Potency, µM (highest dose often 57.5 µM), for the others: at the top dose activation, hits mostly activators; AID 485349; 320,000 compounds, 0.19% hits; also: potency is read from the fitted curve at half-maximal effect; % of control where 0% means no effect; nearly all actives have a fitted effect of over 45% in size
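ATM-like activity read as KAP-1 phosphorylation via AlphaLISA donor/acceptor antibody pairs after lysis and 6 hr at 25C. Cells were ATM-null patient fibroblasts ([…], hTERT), dosed 60 min, then exposed to the DSB inducer NCS for 30 min.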
TCR activator – activators of T cell receptors. 330,000 tested, under 10 active. primary human leukocytes, anti-CD3, IL-2 HTRF, 48 h. Potency, µM (series often up to 9.22 µM), for inactives: at the highest dose activation of IL-2 secretion, hits mostly activators; also: % of control where 0% means no effect
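TCR engagement came from a-CD3 beads alone, with compounds added to primary human leukocytes for 48 hr. Secreted IL-2 bridged europium cryptate- and d2-labelled anti-IL-2 antibodies, giving FRET emission at 665nm after 320nm excitation.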
Numbers without * were called inactive; ? = inconclusive; . = no result given; [ ] = dose if it differs, or a comment. Unless noted, calls follow the shape of the dose curve; as a rule, active = well fitted curve in the direction sought with a large enough effect; inconclusive = small, poorly fitted or top-dose-only effect, or another doubt; inactive = no such curve, though single readings can be large; an effect the other way counts as inactive or inconclusive.

SMILES	hERG WT inh	Eya2 phos inh	ELG1 DNA repair	KCNH2 3.1 block	TRPV1 agonist	Mito fusion yeast	USP2a block	TSHR antagonist	A-T KAP1 phos	TCR activator
N#CC(C#N)=Cc1c(N2CCN(c3ccccc3)CC2)nc2ccccn2c1=O	17	7%	?	-10	6	11%	1%	-33	16%	8%
C[C@H](CO)N1C[C@H](C)[C@@H](CN(C)C(=O)Nc2ccc(C(F)(F)F)cc2)Oc2c(NC(=O)CCC(F)(F)F)cccc2C1=O	-6	-5%	1.8µM*	-2	.	.	3%	-5	-6%	3%
O=C(NCc1ccccc1)Nc1cc(Cl)ccc1Cl	-4	?	11%	-3	-2	-1%	2%	3	4%	1%
Cc1oc(-c2cccs2)nc1CN1CCC(c2ccccc2)CC1	8	3%	5%	-35	6	-4%	-1%	1	-3%	0%
Cc1ccc(NC(=O)c2c3c(nc4ccccc24)CCC3)cc1	1	-5%	2%	15	?	1%	2%	-22	13%	-5%
CCc1c(C)nc(SCc2ccccn2)[nH]c1=O	.	1%	?	-4	0	4%	3%	8	5%	3%
COc1ccc(OC)c(/C=C2\NC(=O)NC2=O)c1	7	-12%	?	1	2	-3%	0%	-5	2%	-2%
Cc1ccc(N/N=C/c2cccnc2)cc1	-13	-17%	?	12	-4	15%	0%	6	-12%	0%[46.1 µM]
O=C(COC(=O)c1cc(-c2ccco2)nc2ccccc12)NCc1ccccc1	0	9%	-8%	.	?	2%	1%	-5	1%	2%
Cc1ccc(N(CC(=O)Nc2ccc(F)cc2)S(=O)(=O)N2CCCC2)cc1	-4	.	.	-2	2	3%	.	.	.	4%
CCOc1ccc2nc(CN3CCN(Cc4ccccc4OCC)C(CCO)C3)ccc2c1 (stereo not drawn)	1	-1%	-7%	-33	3	-10%	-1%	-13	-2%	.
Cc1ccc(C2=CC(=O)C[C@H](c3ccc(Cl)cc3)C2)cc1	-17	4%	20%	7	?	?	-5%	-11	10%	-3%
O=C(CNS(=O)(=O)c1cccc2nsnc12)NCCc1ccccc1	-3	-8%	18%	18	0	-1%	3%	11	8%	6%
O=C(Nc1ccnn1C1CCN(C(=O)Cc2ccccc2F)CC1)C1CC1	2	8%	0%	.	1	-2%	2%	7	3%	-2%
CCn1c(C)nc2cc(N)ccc21	6	-10%	?	3	3	-1%	-1%	1	-3%	1%
O=C(Cn1c(=O)sc2ccccc21)Nc1ccc2c(c1)OCCO2	2	19%	6%	1	13	-8%	-2%	-7	8%	3%
COC(=O)c1ccc(N2NC(=O)/C(=C/c3cc(OC)c(OC)c(OC)c3)C2=O)cc1	5	-3%	?	-26	-1	-24%	0%	-11	-23%	3%
CC(C)(C)NC(=S)Nc1ccc(Nc2ccccc2)cc1	10	?	18%	-7	4	-2%	-1%	4	0%	7%
Cc1ccc([N+](=O)[O-])cc1S(=O)(=O)Nc1ccc(-c2ccc(N3CCCC3)nn2)cc1	-2	10%	?	1	-1	7%	1%	-40	-2%	-4%
O=C(NC(=S)Nc1nc(-c2cccc([N+](=O)[O-])c2)cs1)c1ccccc1Cl	2	0%	5%	3	-3	-6%	2%	-8	-4%	-1%
Cc1ccc(C2(C)NC(=O)N(CC(=O)Nc3nc(-c4ccccn4)cs3)C2=O)cc1 (stereo not drawn)	5	-3%	?	7	3	3%	0%	-8	3%	-2%
Cc1cc(Nc2ccc(Cl)cc2)n2nnnc2n1	41	7%	0%	-4	4	-3%	2%	-6	6%	0%
CCOC(=O)CN(Cc1ccccc1)S(=O)(=O)c1ccc(NC(C)=O)cc1	6	7%	-19%	6	2	-2%	5%	21	.	1%
O=C1/C(=C/c2ccncc2)SC(=S)N1Nc1ccccc1	-4	?	-17%	-1	0	2%	5%	20	-5%	4%
Cc1cccc(C2=NN(c3ccc(Br)cc3)[C@@H](C(=O)N3CCOC3=O)[C@@H]2c2ccc(Cl)cc2)c1	-2	2%	-1%	-7	.	.	2%	-16	-5%	-6%[46.1 µM]

Next compounds:
SMILES	hERG WT inh	Eya2 phos inh	ELG1 DNA repair	KCNH2 3.1 block	TRPV1 agonist	Mito fusion yeast	USP2a block	TSHR antagonist	A-T KAP1 phos	TCR activator
Nc1nnc(C2CCCC2)s1	-3	7%	16%	-9	0	0%	3%	-9	-3%	3%
COc1cc(Nc2ccc(S(=O)(=O)N3CCN(C)CC3)cc2[N+](=O)[O-])cc(OC)c1	-2	-2%	13%	12	14	0%	1%	5	-11%	-2%
CC(C)(C)n1ncc(Oc2ccccc2[N+](=O)[O-])c(Cl)c1=O	-4	-2%	-17%	-1	7	24%	0%	2	?	1%[46.1 µM]
CC(=O)c1ccc(S(=O)(=O)Nc2ccc(C(=O)NCCCn3ccnc3)cc2)cc1	9	5%	8%	-10	-2	-1%	2%	0	2%	-1%
COc1cc(OC)c(N(C)S(=O)(=O)c2cccc(C(=O)Nc3nccs3)c2)cc1Cl	-4	-3%	23µM*	8	.	.	0%	-12	1%	-2%[46.1 µM]
COc1ccc(C(C)(C)C)cc1NC(=O)CSc1ncn[nH]1	0	-31%	?	6	21	0%	1%	4	0%	-6%
Cc1ccc(NS(=O)(=O)c2ccc(C(=O)NCCCN3CCCC3=O)cc2)cc1	6	-19%	0%	-2	-2	0%	-1%	-2	2%	-5%
O=C(Nc1ccccc1N1CCOCC1)C1CCCO1 (stereo not drawn)	-2	4%	0%	-4	.	.	5%	.	9%	-5%
Cn1c(-c2cccs2)nc2ccccc21	1	10%	?	-9	-3	-4%	3%	5	6%	1%
CC(C)c1ccc(NC(=O)CCNC(=O)N2CC(=O)Nc3ccccc32)cc1	6	-1%	8%	-1	4	2%	-2%	10	13%	3%
Cc1cc(NC(=O)COC(=O)[C@H](C)NC(=O)c2ccccc2)no1	11	1%	-11%	13	2	1%	1%	10	-3%	-3%
CC(=O)Nc1ccc(NS(=O)(=O)c2ccccc2)c2ccccc12	5	-14%	8%	20	-10	-2%	3%	-29	4%	-10%
CC(C)c1ccc(-c2noc(C3CCCN(S(C)(=O)=O)C3)n2)cc1 (stereo not drawn)	-2	?	?	-21	9	-1%	-7%	-2	6%	1%
COc1ccc(CN2CCN(Cc3ccon3)CC2CCO)c(C)c1C (stereo not drawn)	-1	17%	-4%	0	6	0%	-1%	5	-11%	3%
O=C(Nc1cccc2ncccc12)c1ccc(-c2ccc(Cl)cc2Cl)o1	-6	-5%	-29%	-4	27	-1%	0%	-9	0%	-4%
Cc1ccccc1OCCC(=O)OCC(=O)NCCNC(=O)COC(=O)CCOc1ccccc1C	-11	-9%	4%	-6	8	6%	-1%	44	15%	-2%
O=C(COC(=O)C1CC(=O)N(C2CCCCC2)C1)c1ccc(F)cc1 (stereo not drawn)	7	1%	15%	3	9	5%	-5%	-7	-14%	-1%[46.1 µM]
CC1CCCCC1NC(=O)C1CCCN(S(=O)(=O)c2ccc(-n3cnnn3)cc2)C1 (stereo not drawn)	12	2%	2%	-11	3	-5%	4%	-4	-3%	-7%
O=C(Cc1cc(=O)[nH][nH]1)N/N=C/c1ccccc1[N+](=O)[O-]	3	-10%	20%	-3	-5	7%	2%	11	0%	-4%
CC1(c2ccccc2)NC(=O)N(CC(=O)Nc2ccc(C(N)=O)cc2)C1=O (stereo not drawn)	2	1%	15%	9	-3	1%	2%	-8	-4%	3%
COCCNC(=O)c1c[nH]c2ccc(S(=O)(=O)N3CCC4(CC3)OCCO4)cc2c1=O	-2	2%	-13%	-12	-1	0%	3%	-5	-3%	1%
Cc1ccc(CN2C(=O)CNC2=S)cc1	-11	-1%	-4%	-3	5	-5%	11%	4	-1%	-4%
Clc1ccccc1-c1nn2c(Cn3cnc4ccccc43)nnc2s1	1	5%	4%	4	12	2%	-8%	1	3%	4%
O=C(c1cccs1)N1CCN(c2ccccc2)CC1	-14	11%	-4%	6	?	1%	17%	-1	-5%	-3%
CCOC(=O)C1=C(C)N(CC)C(=S)NC1c1ccccc1OC(F)F (stereo not drawn)	6	1%	?	4	12	0%	9%	-13	4%	-16%

4 neighbouring records out of the list so far:
SMILES	hERG WT inh	Eya2 phos inh	ELG1 DNA repair	KCNH2 3.1 block	TRPV1 agonist	Mito fusion yeast	USP2a block	TSHR antagonist	A-T KAP1 phos	TCR activator
Cc1ccc(CN2C(=O)CNC2=S)cc1	-11	-1%	-4%	-3	5	-5%	11%	4	-1%	-4%
Clc1ccccc1-c1nn2c(Cn3cnc4ccccc43)nnc2s1	1	5%	4%	4	12	2%	-8%	1	3%	4%
O=C(c1cccs1)N1CCN(c2ccccc2)CC1	-14	11%	-4%	6	?	1%	17%	-1	-5%	-3%
CCOC(=O)C1=C(C)N(CC)C(=S)NC1c1ccccc1OC(F)F (stereo not drawn)	6	1%	?	4	12	0%	9%	-13	4%	-16%

Screening data deposited in PubChem by National Center for Advancing Translational Sciences (NCATS).

Only part of the results is shown; rates above refer to the full screens.
